PMI activator = increases human mannose-6-phosphate isomerase activity; P34949; purified human PMI, coupled resazurin fluorescence, 20 min; stronger effect = higher value; 1 = vehicle control, 0 substrate-free wells; activation factor at 20 µM; actives 0.005% (n = 190,000); AID 1214;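 active = activation factor of 2 or more at 20 µM, relative to plate controls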
Target sequence (P34949 whole entry, looked up): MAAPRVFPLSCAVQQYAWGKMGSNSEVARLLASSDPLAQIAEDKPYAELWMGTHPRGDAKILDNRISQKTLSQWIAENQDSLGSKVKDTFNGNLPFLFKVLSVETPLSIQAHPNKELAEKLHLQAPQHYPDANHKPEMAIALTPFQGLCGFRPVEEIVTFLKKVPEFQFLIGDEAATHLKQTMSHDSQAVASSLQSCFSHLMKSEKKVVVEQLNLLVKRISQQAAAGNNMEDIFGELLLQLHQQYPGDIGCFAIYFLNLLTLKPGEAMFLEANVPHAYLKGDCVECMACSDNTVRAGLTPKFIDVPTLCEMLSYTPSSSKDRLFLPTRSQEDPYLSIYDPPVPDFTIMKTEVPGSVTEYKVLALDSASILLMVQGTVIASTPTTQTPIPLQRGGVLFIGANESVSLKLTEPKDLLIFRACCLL
PMI act hi M6P = increases human PMI activity with near-saturating mannose 6-phosphate | activation factor at 20 µM | AID 1216 | actives 0.34% (n = 190,000) | coupled PMI enzyme assay, resazurin fluorescence, 20 min; stronger effect = higher value; 1 = untreated enzyme, 0 = substrate-free blank | P34949;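 active = activation factor of 2 or more at 20 µM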
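Technique: Diaphorase-driven resazurin-to-resorufin fluorescence, excitation 544, emission 590 nm | Assay system: Human PMI in coupled enzyme assay | Times: Enzyme reaction with compound 20 min at room temperature | Medium: HEPES-buffered pH 7.4 with magnesium and detergent | Reagent: Mannose-6-phosphate 1.0 mM (near-saturating) plus 0.22 mM NADP+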
TNAP inh hiacc = blocks human TNAP under high phosphate acceptor concentration | purified TNAP, CDP-star luminescence, 1 M DEA | actives 0.03% (n = 200,000) | inhibition, % at 20 µM | AID 1135 | P05186;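 active = over 50% inhibition of tissue-nonspecific alkaline phosphatase at 20 µM in the single-dose screen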;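 note: plate controls were DMSO wells for no effect and EDTA-quenched wells as full inhibition for full effect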
Efa HMGR inh = inhibitors of class II HMG-CoA reductase from Enterococcus faecalis; actives 0.41% (n = 190,000); purified E. faecalis HMGR, NADPH absorbance 340 nm kinetic; AID 1066; inhibition, % at 10 µM;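 active = inhibition above a set limit, the median over all tested compounds plus 3 SD, cut at about 9.5% in these data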;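 note: enzyme runs in reverse so mevalonate oxidation gives rising NADPH absorbance; 0% = complete reaction with DMSO and 100% = background rate lacking mevalonate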
G6PDH counter = inhibits Leuconostoc G6PDH, flagging false hits in G6PDH-based assays | Purified L. mesenteroides G6PDH, diaphorase/resazurin coupled fluorescence, 45 min | inhibition, % at 5 µM | actives 0.12% (n = 200,000) | AID 1020; in the data active = inhibition above about 50%
Diaphorase act = activates diaphorase or chemically reduces, flagging diaphorase assay artifacts. activation factor at 20 µM. actives 0.005% (n = 190,000). AID 1229. Diaphorase/resazurin coupled assay, resorufin fluorescence, 16 min; stronger effect = higher value; 1 = vehicle wells, 0 = NADH-free wells;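 active = diaphorase activity raised at least twofold by the compound at 20 µM; inactive = activation factor below 2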
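Material: bacterial diaphorase enzyme (C. kluyveri); amount: enzyme 0.07 U/mL final; reagent: NADH substrate 0.114 mM plus resazurin dye 0.1 mM, final; doses: single compound dose of 20 µM, 1% DMSO final; timing: 16 min enzyme reaction, ambient temperature; measured by: fluorescence of resorufin, 544 nm excitation, 590 nm emission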
TNAP inh noacc = inhibitors of human TNAP without phosphate acceptor; P05186; purified TNAP, CDP-star luminescence, 30 min; inhibition, % at 20 µM; actives 0.26% (n = 200,000); AID 1012;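 active = tissue-nonspecific alkaline phosphatase inhibition above about 50% at 20 µM in the single-dose screen, limit read from the data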;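 note: 0% = DMSO negative control and 100% = EDTA positive control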
TNAP act hi DEA = activators of human TNAP at high phosphate acceptor concentration | activation factor at 20 µM | 200,000 tested, under 10 active | P05186 | purified TNAP, CDP-star luminescence, 1 M DEA, 30 min; stronger effect = higher value; 0 = EDTA background, 1 = DMSO-only activity;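 active = activation factor at least 2 at 20 µM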
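Assay system: human TNAP; Input: enzyme diluted 1/800 final; Reagent: CDP-star luminogenic substrate at 100 µM final; Timing: 30 min, room temperature; Signal: luminescence; Evaluation: TNAP activation factor scaled between EDTA and DMSO control wells.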
FLuc act counter = firefly luciferase counter-screen for stimulation assays | P08659 | ATPlite luciferase biochemical, luminescence, 10 min; 0 = ATP-free wells, 1 = DMSO control | activation factor at 10 µM | 200,000 tested, under 10 active | AID 1027;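 active = luciferase activation factor, scaled between plate controls, of at least 2 with compound at 10 µM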
Target sequence (P08659 whole entry, looked up): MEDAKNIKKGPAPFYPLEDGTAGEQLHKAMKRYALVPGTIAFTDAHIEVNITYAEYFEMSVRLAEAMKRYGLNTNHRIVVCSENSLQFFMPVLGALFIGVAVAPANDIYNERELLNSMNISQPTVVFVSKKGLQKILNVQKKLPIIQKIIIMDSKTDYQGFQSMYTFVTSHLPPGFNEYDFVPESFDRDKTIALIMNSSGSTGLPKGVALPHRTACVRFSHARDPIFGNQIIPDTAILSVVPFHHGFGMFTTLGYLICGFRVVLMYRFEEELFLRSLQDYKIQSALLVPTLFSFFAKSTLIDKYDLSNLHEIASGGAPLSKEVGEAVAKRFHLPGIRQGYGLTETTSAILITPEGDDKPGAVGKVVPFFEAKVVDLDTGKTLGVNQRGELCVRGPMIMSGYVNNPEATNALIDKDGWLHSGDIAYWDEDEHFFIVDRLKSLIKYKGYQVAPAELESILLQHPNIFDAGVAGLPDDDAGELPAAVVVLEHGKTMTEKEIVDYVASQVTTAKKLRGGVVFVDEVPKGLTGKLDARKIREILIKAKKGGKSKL
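System: luciferase plus luciferin reagent, cell-free; medium: PBS as buffer for the ATP substrate; dosing: test compounds dosed from 2 mM stocks in 100% DMSO; timing: 10 min post-reagent at room temperature; measured by: luminescence measurement of luciferase light output; evaluation: luciferase activation, seen as luminescence increase over controls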
Diaphorase inh = counter-screen for diaphorase-based assays: diaphorase inhibitors and chemical oxidizers; actives 0.69% (n = 190,000); inhibition, % at 20 µM; diaphorase resazurin-to-resorufin fluorescence, NADH, 16 min; bacterial (C. kluyveri) enzyme, not human; AID 1217;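 active = primary screen inhibition at 20 µM above a set limit, cut at about 50% in these data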;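 note: plate controls were DMSO with full reaction for no effect and wells lacking NADH for full effect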
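Assay system: diaphorase enzyme from Clostridium kluyveri. Quantity: enzyme working solution with 0.14 U/mL diaphorase. Schedule: reaction incubation of 16 min at room temperature. Technique: resorufin fluorescence, excitation 544 nm, emission 590 nm. Controls: No-NADH positive control and DMSO neutral control.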
Numbers without * were called inactive.

Screening Cc1coc2cc3oc(=O)c4c(c3cc12)CCC4 returned PMI activator 0.9, PMI act hi M6P 1, TNAP inh hiacc 0, Efa HMGR inh -6, G6PDH counter 14, Diaphorase act 0.9, TNAP inh noacc -9, TNAP act hi DEA 1, FLuc act counter 1.1 and Diaphorase inh 11.
`Cc1ccc(OC(=O)C2c3ccccc3Oc3ccccc32)cc1C` gave PMI activator 0.8, PMI act hi M6P 0.9, TNAP inh hiacc -1, Efa HMGR inh 0, G6PDH counter 5, Diaphorase act 0.8, TNAP inh noacc -14, TNAP act hi DEA 1, FLuc act counter 1 and Diaphorase inh 18.
`O=C(NCc1ccco1)Nc1cccs1` gave PMI activator 1, PMI act hi M6P 1, TNAP inh hiacc -5, Efa HMGR inh -3, G6PDH counter 48, Diaphorase act 1.1, TNAP inh noacc -11, TNAP act hi DEA 1.1, FLuc act counter 1 and Diaphorase inh -6.
Screening Cc1cccc(C)c1NC(=O)COc1cccc(/C=N/NC(=O)C(=O)NCc2ccccc2)c1 returned PMI activator 1, PMI act hi M6P 1.1, TNAP inh hiacc -5, Efa HMGR inh 2, G6PDH counter 2, Diaphorase act 1, TNAP inh noacc -10, TNAP act hi DEA 1, FLuc act counter 1.1 and Diaphorase inh 3.
Screening CCS(=O)(=O)c1ccc2oc(SCC(=O)NCCc3ccc(OC)cc3)nc2c1 returned PMI activator 0.9, PMI act hi M6P 0.9, TNAP inh hiacc -3, Efa HMGR inh 4, G6PDH counter 5, Diaphorase act 0.9, TNAP inh noacc -8, TNAP act hi DEA 1, FLuc act counter 1 and Diaphorase inh 15.
`O=[N+]([O-])/C=C\c1ccc(N2CCCC2)c(F)c1` gave PMI activator 1.1, PMI act hi M6P 1.1, TNAP inh hiacc 15, Efa HMGR inh 2, G6PDH counter 4, Diaphorase act 0.9, TNAP inh noacc 6, TNAP act hi DEA 0.8, FLuc act counter 1 and Diaphorase inh 5.
`COc1cc(C(=O)Nc2ccc(NC(C)=O)cc2)ccc1OCc1ccccc1` gave PMI activator 1.2, PMI act hi M6P 1.1, TNAP inh hiacc -4, Efa HMGR inh -3, G6PDH counter -8, Diaphorase act 1, TNAP inh noacc -13, TNAP act hi DEA 1, FLuc act counter 1.1 and Diaphorase inh 4.
Screening COCC(C)n1c(C)cc(C(=O)CSc2nc3ccccc3c(=O)[nH]2)c1C (stereo unspecified) returned PMI activator 1, PMI act hi M6P 0.9, TNAP inh hiacc -5, Efa HMGR inh 0, G6PDH counter 3, Diaphorase act 0.8, TNAP inh noacc -9, TNAP act hi DEA 1, FLuc act counter 0.9 and Diaphorase inh 21.
Cc1onc(-c2c(Cl)cccc2Cl)c1C(N)=S was read as PMI activator 0.9, PMI act hi M6P 0.9, TNAP inh hiacc -6, Efa HMGR inh -3, G6PDH counter 13, Diaphorase act 0.9, TNAP inh noacc -46, TNAP act hi DEA 1.1, FLuc act counter 1 and Diaphorase inh 12.
Screening CCn1ncc(CNC(=O)c2cccc([N+](=O)[O-])c2)c1C returned PMI activator 0.9, PMI act hi M6P 0.9, TNAP inh hiacc -3, Efa HMGR inh -4, G6PDH counter 18, Diaphorase act 0.9, TNAP inh noacc -13, TNAP act hi DEA 1, FLuc act counter 1 and Diaphorase inh 5.
For CC(C)(C)NC(=O)Cn1c(Cl)nc2ccccc21 the results were PMI activator 1, PMI act hi M6P 1, TNAP inh hiacc -4, Efa HMGR inh -2, G6PDH counter 29, Diaphorase act 1, TNAP inh noacc -4, TNAP act hi DEA 1, FLuc act counter 1.1 and Diaphorase inh 2.
`C=COC(=O)CSc1nc(-c2cccs2)ccc1C#N` gave PMI activator 1, PMI act hi M6P 0.9, TNAP inh hiacc -10, Efa HMGR inh 2, G6PDH counter 10, Diaphorase act 0.7, TNAP inh noacc -10, TNAP act hi DEA 1.1, FLuc act counter 1 and Diaphorase inh 35.
Cc1ccccc1-n1nc(C(=O)c2cccs2)cc(-c2nc3ccccc3[nH]2)c1=N was read as PMI activator 0.9, PMI act hi M6P 0.9, TNAP inh hiacc 10, Efa HMGR inh -1, G6PDH counter -1, Diaphorase act 0.9, TNAP inh noacc 6, TNAP act hi DEA 0.9, FLuc act counter 1 and Diaphorase inh 10.
Screening CC1(C)C=Cc2c(c3c(c4c(=O)c(-c5ccc(O)cc5)coc24)OC(C)(C)CC3)O1 returned PMI activator 0.9, PMI act hi M6P 1.1, TNAP inh hiacc 3, Efa HMGR inh 0, G6PDH counter 3, Diaphorase act 0.7, TNAP inh noacc 7, TNAP act hi DEA 1, FLuc act counter 1.1 and Diaphorase inh 28.
`O=C(O)/C=C/c1ccc([N+](=O)[O-])o1` gave PMI activator 1.4, PMI act hi M6P 1.1, TNAP inh hiacc -9, Efa HMGR inh -4, G6PDH counter 4, Diaphorase act 0.9, TNAP inh noacc -16, TNAP act hi DEA 1.1, FLuc act counter 1.1 and Diaphorase inh 10.
`Cc1ccc(N/N=C(\C#N)C(=N)N2CCCCCC2)cc1` gave PMI activator 1, PMI act hi M6P 1.1, TNAP inh hiacc 5, Efa HMGR inh -6, G6PDH counter -4, Diaphorase act 1, TNAP inh noacc 5, TNAP act hi DEA 0.9, FLuc act counter 0.5 and Diaphorase inh -3.
`Cc1csc2ncc(C(=O)N3CCCc4ccccc43)c(=O)n12` gave PMI activator 0.9, PMI act hi M6P 0.9, TNAP inh hiacc -2, Efa HMGR inh -1, G6PDH counter -11, Diaphorase act 0.9, TNAP inh noacc -2, TNAP act hi DEA 1, FLuc act counter 1.1 and Diaphorase inh 10.
For COc1ccc(OC)c2c(C)cc(N3CCCN(C)CC3)nc12 the results were PMI activator 0.9, PMI act hi M6P 0.9, TNAP inh hiacc 4, Efa HMGR inh 4, G6PDH counter 2, Diaphorase act 1, TNAP inh noacc -4, TNAP act hi DEA 1, FLuc act counter 1 and Diaphorase inh 2.
`CCn1c(SCC(=O)N2CCN(c3ccc(F)cc3)CC2)nnc1-c1ccncc1` gave PMI activator 0.9, PMI act hi M6P 0.9, TNAP inh hiacc -4, Efa HMGR inh 1, G6PDH counter 3, Diaphorase act 0.8, TNAP inh noacc -13, TNAP act hi DEA 1, FLuc act counter 1 and Diaphorase inh 19.
For CCOC(=O)C1=C(C(F)(F)F)Nc2ncnn2C1c1cc(OC)ccc1OC (stereo unspecified) the results were PMI activator 1.1, PMI act hi M6P 1.1, TNAP inh hiacc -4, Efa HMGR inh -2, G6PDH counter 5, Diaphorase act 1, TNAP inh noacc -9, TNAP act hi DEA 1, FLuc act counter 1 and Diaphorase inh 3.

By substructure, those above with an NH in an aromatic ring (two)
Screening COCC(C)n1c(C)cc(C(=O)CSc2nc3ccccc3c(=O)[nH]2)c1C (stereo unspecified) returned PMI activator 1, PMI act hi M6P 0.9, TNAP inh hiacc -5, Efa HMGR inh 0, G6PDH counter 3, Diaphorase act 0.8, TNAP inh noacc -9, TNAP act hi DEA 1, FLuc act counter 0.9 and Diaphorase inh 21.
Cc1ccccc1-n1nc(C(=O)c2cccs2)cc(-c2nc3ccccc3[nH]2)c1=N was read as PMI activator 0.9, PMI act hi M6P 0.9, TNAP inh hiacc 10, Efa HMGR inh -1, G6PDH counter -1, Diaphorase act 0.9, TNAP inh noacc 6, TNAP act hi DEA 0.9, FLuc act counter 1 and Diaphorase inh 10.

(further entries)
Screening N#CC(c1ccc(F)cc1)c1ccc(C(=O)c2ccc(F)cc2)cc1 (stereo unspecified) returned PMI activator 0.9, PMI act hi M6P 1, TNAP inh hiacc -4, Efa HMGR inh -5, G6PDH counter 2, Diaphorase act 0.9, TNAP inh noacc -12, TNAP act hi DEA 1, FLuc act counter 1 and Diaphorase inh 9.
`C=CCSc1nc(C)c(CC(=O)OCCCC)c(=O)[nH]1` gave PMI activator 1, PMI act hi M6P 1, TNAP inh hiacc 0, Efa HMGR inh -1, G6PDH counter 4, Diaphorase act 0.9, TNAP inh noacc -10, TNAP act hi DEA 1, FLuc act counter 1 and Diaphorase inh 13.
Screening O=C(CNC(=O)C1CCCCC1)Nc1cc(Cl)ccc1Cl returned PMI activator 1, PMI act hi M6P 1, TNAP inh hiacc -5, Efa HMGR inh 1, G6PDH counter 0, Diaphorase act 0.9, TNAP inh noacc -3, TNAP act hi DEA 1.1, FLuc act counter 1.1 and Diaphorase inh 11.
Screening CCOC(=O)CCNC(=O)N1CCCC(C(=O)c2cccc(Cl)c2)C1 (stereo unspecified) returned PMI activator 1, PMI act hi M6P 0.9, TNAP inh hiacc -9, Efa HMGR inh -2, G6PDH counter 7, Diaphorase act 0.9, TNAP inh noacc -15, TNAP act hi DEA 1.1, FLuc act counter 1 and Diaphorase inh 5.
Screening Cc1ccsc1/C=N/NC(=O)CC(=O)NCC(C)C returned PMI activator 1, PMI act hi M6P 1, TNAP inh hiacc 2, Efa HMGR inh -2, G6PDH counter -1, Diaphorase act 1, TNAP inh noacc -5, TNAP act hi DEA 1, FLuc act counter 1.1 and Diaphorase inh -1.
`COc1ccccc1CNC(=O)CSc1ccc(-c2cccc([N+](=O)[O-])c2)nn1` gave PMI activator 1, PMI act hi M6P 1.1, TNAP inh hiacc -4, Efa HMGR inh -5, G6PDH counter 2, Diaphorase act 0.7, TNAP inh noacc -3, TNAP act hi DEA 1, FLuc act counter 1 and Diaphorase inh 26.
O=C(CSc1cccc[n+]1[O-])c1ccc(Cl)s1 was read as PMI activator 1, PMI act hi M6P 1, TNAP inh hiacc -4, Efa HMGR inh -4, G6PDH counter 2, Diaphorase act 0.9, TNAP inh noacc -2, TNAP act hi DEA 1, FLuc act counter 1.1 and Diaphorase inh 5.
For NC(=O)C1CCN(c2nc(-c3ccc(Br)cc3)cs2)CC1 the results were PMI activator 1.1, PMI act hi M6P 1.1, TNAP inh hiacc 0, Efa HMGR inh 1, G6PDH counter 0, Diaphorase act 1.1, TNAP inh noacc -7, TNAP act hi DEA 1, FLuc act counter 1 and Diaphorase inh -6.
For Cc1cccc(Nc2nc(-c3cccs3)cs2)n1 the results were PMI activator 0.9, PMI act hi M6P 0.8, TNAP inh hiacc -4, Efa HMGR inh -3, G6PDH counter 7, Diaphorase act 0.9, TNAP inh noacc -10, TNAP act hi DEA 1, FLuc act counter 0.7 and Diaphorase inh 6.

Screening data deposited in PubChem BioAssay by several laboratories.
